Assay outcomes deposited in PubChem by National Center for Advancing Translational Sciences (NCATS).
Ub-GFP proteasome = proteasome inhibitors stabilizing ubiquitin-GFP reporter | Ubiquitin-GFP reporter cells, proteasome inhibition, GFP fluorescence; response scale: untreated = 0%, 10 µM MG-132 = 100% | Potency, µM (highest dose often 45.9 µM), without a hit: at the highest dose activation (GFP accumulation), hits mostly activators | 67,000 tested, under 10 active | AID 526; active means well fitted activation curve with a large enough effect, not every such curve was filed as active; inconclusive means small, poorly fitted or top-dose-only effect, or another doubt; inactive means no such curve, though single readings can be large or run the other way; further: potency means the concentration at half of the fitted maximal effect
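Proteasome blockade was scored as a rise in GFP-expressing U2OS cells carrying a ubiquitin(G76V)-GFP construct, imaged after 4 hr compound treatment at 37 °C across a 46 uM–2.9 nM series.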
Hsp90 Hop PPI = changes Hsp90-Hop TPR2A binding signal, up or down; 71,000 compounds, 0.44% hits; AlphaScreen TPR2A-His6 binding biotin-Hsp90 C-terminal peptide; Potency, µM (doses to about 57 µM), inactives show top-dose activity change, negative = inhibition; active means well fitted curve in either direction with a large enough effect; inconclusive means small, poorly fitted or top-dose-only effect, or another doubt; further: potency means the concentration at half of the fitted maximal effect; on the % scale 0 is the no-effect control and ±100 the full control effect; many of its hits are not listed in these tables
USP2a inh = USP2a (human) protease inhibition; USP2a enzymatic assay, qHTS inhibition; Potency, µM (highest dose often 38.3 µM), inactives show top-dose activity change, negative = inhibition, most hits filed as inhibitors; 60,000 compounds, 0.1% hits; AID 927; O75604;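 further: potency means the concentration at half of the fitted maximal effect; nearly all actives have a fitted effect of over 60% in size; plate controls were DMSO for no effect and NEM full inhibition control for full effect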
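Coupled readout: USP2-cleaved Ub-PLA2 (20nM final) turns over NBD C6-HPC (20uM final), Ex 460nm/Em 535nm after 2.5 h, time-zero read flagging artifacts. Enzyme (20nM final, pH 8.0 Tris) given 30 min RT with compound first; NEM defines full inhibition.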
15-hLO inh = blocks human 15-lipoxygenase activity; purified 15hLO-1, xylenol orange hydroperoxide absorbance; Potency, µM (titrated, usually from 57.1 µM), for inactives: at the highest dose activity change, negative = inhibition, hits mostly inhibitors; 74,000 compounds, 1.4% hits; further: potency means the concentration at half of the fitted maximal effect; on the % scale 0 is the no-effect control and ±100 the full control effect; nearly all actives have a fitted effect of over 55% in size
Target sequence (P16050 whole entry, looked up): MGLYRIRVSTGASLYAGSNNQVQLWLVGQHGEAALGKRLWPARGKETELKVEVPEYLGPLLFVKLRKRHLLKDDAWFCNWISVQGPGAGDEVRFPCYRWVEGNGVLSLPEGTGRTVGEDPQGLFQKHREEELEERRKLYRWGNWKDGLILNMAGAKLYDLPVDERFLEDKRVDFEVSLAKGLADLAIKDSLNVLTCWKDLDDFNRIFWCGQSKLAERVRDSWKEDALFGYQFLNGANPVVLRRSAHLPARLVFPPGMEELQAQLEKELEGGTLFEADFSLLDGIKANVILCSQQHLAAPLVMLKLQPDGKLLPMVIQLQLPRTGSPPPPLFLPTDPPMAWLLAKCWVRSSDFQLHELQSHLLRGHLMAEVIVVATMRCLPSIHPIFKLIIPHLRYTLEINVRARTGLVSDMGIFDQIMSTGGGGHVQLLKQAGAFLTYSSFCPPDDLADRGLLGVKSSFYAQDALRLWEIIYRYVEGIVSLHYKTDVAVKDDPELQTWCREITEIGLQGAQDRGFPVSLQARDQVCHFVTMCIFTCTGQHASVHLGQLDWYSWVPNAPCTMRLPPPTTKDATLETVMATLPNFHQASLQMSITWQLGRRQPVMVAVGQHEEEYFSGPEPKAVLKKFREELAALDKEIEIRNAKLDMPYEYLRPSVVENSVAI
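Quantitative HTS in 25 mM Hepes pH 7.5 containing 0.01% Triton X-100: human 15hLO-1 at 40 nM, arachidonic acid at 50 uM, 6 min turnover. Product quantified via ferrous oxidation/xylenol orange, 573:405 nm absorbance ratio.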
Epigenetic mod = derepresses silenced GFP locus in mouse C127i cells. mouse C127i GFP locus derepression, cytometry, 30 h. AID 597. Potency, µM (top dose mostly 46.1 µM), for the others: at the highest dose GFP derepression (activation). 68,000 compounds, 0.09% hits; further: % of control where 0% means no effect
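Read-out is the number of GFP-positive cells, scored as fluorescent objects 20 to 120 um wide, reflecting derepression of a silenced CMV-GFP reporter in murine C127i cells after 30 h compound exposure at 37 C.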
CRE Fsk mod = modulators of forskolin-stimulated CRE signaling in CHO cells | CHO CRE-bla reporter (cAMP response element driving beta-lactamase), forskolin EC10, beta-lactamase ratio | Potency, µM (highest dose often 38.2 µM), inactives show at the highest dose activity change, negative = inhibition, usual class: activators | 71,000 compounds, 2.5% hits; active means well fitted activation curve with a large enough effect in the signal ratio, with a control signal flat, not every such curve was filed as active; inconclusive means small, poorly fitted or top-dose-only effect, or effect the other way, or a change in a side signal; the % refers to the signal ratio; further: potency means the concentration at half of the fitted maximal effect; % of control where 0% means no effect
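The 460nm/530nm emission ratio after CCF4 loading defined %Activity, from which AC50 values were obtained. CRE-bla CHO cells received compound dilution series together with an EC10 level of NKH 477 for 3 hours at 37 degrees Celsius.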
BRCT inh red = BRCT-phosphoprotein interaction inhibition (red fluorophore). P38398. Potency, µM (doses to about 76.9 µM), for inactives: at the highest dose activity change, negative = inhibition, most hits filed as inhibitors. BRCT-phosphopeptide binding, red fluorescence polarization. 75,000 compounds, 0.03% hits; further: on the % scale 0 is the no-effect control and ±100 the full control effect
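Rhodamine-labelled pBACH1 10-mer (100 nM) bound to BRCT domain (100 nM) at pH 7.3; compounds incubated 12 min room temperature, polarization read. Free peptide defines full inhibition; unlabelled decapeptide titrated as control.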
HBB splice mod = alters splicing of the hemoglobin beta chain. HBB splicing reporter cell assay, activation; EGFP reporter with mutant IVS2-654 intron; response scale: normalised to 500 nM splice-correcting PNA. Potency, µM (series often up to 46.1 µM), inactives show top-dose activation, hits mostly activators. 65,000 compounds, 0.06% hits. AID 925; further: potency means the concentration at half of the fitted maximal effect; 0% is about no effect
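HeLa cells stably expressing EGFP interrupted by mutant beta-globin intron 2 (IVS2-654), 500/well in 2% FCS. Treated with compound for 2 days at 37C. Splicing correction scored as total well GFP intensity (488 nm excitation, 500-520 nm emission); 500 nM antisense PNA served as control.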
DNA Pol III inh = inhibitors of bacterial DNA polymerase III holoenzyme. reconstituted DNA polymerase III holoenzyme replication, biochemical. Potency, µM (titrated, usually from 57.1 µM), inactives show at the highest dose activity change, negative = inhibition. 71,000 compounds, 0.25% hits. AID 603; further: potency means the concentration at half of the fitted maximal effect; on the % scale 0 is the no-effect control and ±100 the full control effect
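Reconstituted *E. coli* holoenzyme (0.35 nM Pol III, 1 nM beta, 154 nM SSB, 2 nM primase) was preincubated with compound for 15 min at RT. Synthesis on 1.4 nM ssM13Gori ran 35 min, then was stopped with PicoGreen/EDTA and read as dsDNA fluorescence.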
BRCT inh green = BRCA1 BRCT-phosphoprotein interaction inhibition; P38398; BRCA1 BRCT-phosphopeptide binding, green fluorescence polarization; Potency, µM (series often up to 76.9 µM), inactives show top-dose activity change, negative = inhibition, hits mostly inhibitors; 75,000 compounds, 0.05% hits; AID 875;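 further: potency means the concentration at half of the fitted maximal effect; plate controls were peptide without protein for full effect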
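Fluorescence polarization: His-tagged BRCT (~35 kDa BRCA1 C-terminus, 250 nM) bound to 100 nM fluorescein-labeled phosphorylated 10-aa BACH1 peptide, pH 7.3 phosphate buffer with DTT and Tween 20. Compounds incubated 12 min at room temperature; inhibition read as lowered polarization.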
HADH2 inhib = HADH2 (human) dehydrogenase inhibition; recombinant HADH2, NADH fluorescence, beta-hydroxybutyryl-CoA; Potency, µM (doses to about 57.1 µM), inactives show top-dose activity change, negative = inhibition, actives largely listed as inhibitors; 73,000 compounds, 3.4% hits; AID 886; further: potency means the concentration at half of the fitted maximal effect; on the % scale 0 is the no-effect control and ±100 the full control effect; nearly all actives have a fitted effect of over 60% in size; many of its hits are not listed in these tables
Target sequence (Q99714 whole entry, looked up, one chain of several): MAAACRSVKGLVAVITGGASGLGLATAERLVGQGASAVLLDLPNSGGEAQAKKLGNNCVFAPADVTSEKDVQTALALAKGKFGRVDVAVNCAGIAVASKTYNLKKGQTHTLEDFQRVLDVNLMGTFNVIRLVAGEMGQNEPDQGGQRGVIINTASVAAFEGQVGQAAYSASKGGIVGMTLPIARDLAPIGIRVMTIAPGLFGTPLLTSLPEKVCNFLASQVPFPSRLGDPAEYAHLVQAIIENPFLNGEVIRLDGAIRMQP
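Activity measured as NADH fluorescence gain (360/450 nm), taken as the change between first and last reads of a 4-min kinetic run. Conditions: pH 9.0 Tris buffer, 20 nM E. coli-expressed His-tagged enzyme, 1 mM NAD+, 90 uM beta-hydroxybutyryl-CoA; 15-min compound preincubation.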
An asterisk follows results filed as active; u = inconclusive; x = no result given; [ ] = remark or other dose. Unless noted, the call rests on the fitted dose curve; in most records, active means well fitted curve in the direction sought with a large enough effect; inconclusive means small, poorly fitted or top-dose-only effect, or another doubt; inactive means no such curve, though single readings can be large; an effect the other way counts as inactive or inconclusive. A portion of the library; rates above refer to the full screens.

molecule	BRCT inh red	Epigenetic mod	USP2a inh	HADH2 inhib	Ub-GFP proteasome	15-hLO inh	Hsp90 Hop PPI	HBB splice mod	DNA Pol III inh	CRE Fsk mod	BRCT inh green
COc1cc(S(=O)(=O)Nc2ncccc2C)c(OC)cc1Cl	0.9%	-3%	2%	2%	13%	7%	-1%	0.1%	-1%	-7%	-0.4%
Cc1cc2ccccc2n1CCNC(=O)c1ccc(S(=O)(=O)N2CCOCC2)cc1	-2.2%	0%	10%	11%	5%	11%	-4%	-1.4%	2%	-11%	-0.6%
CCCc1cc(=O)oc2cc(C)c3c(C)coc3c12	0.3%	0%	-4%	17%	-6%	-6%	9%	-1.7%	0%	u	-1.7%
COCCN(Cc1cc2ccccc2[nH]c1=O)C(=O)c1ccccc1OC	0.4%	0%	6%	-11%	-2%	0%	0%	-2.4%[57.5 µM]	-1%	-1%	0.4%
CCSc1nnc(NC(=O)C2Cc3ccccc3CN2C(=O)c2ccco2)s1 (configuration not stated)	-0.3%	0%	34%[activator]	u	4%	u	-19%	0.6%	-13%	u	-1.2%
CCCn1cc(SCC(=O)Nc2nnc(C)s2)c2ccccc21	-3.1%	x	x	-10%	2%	u	0%	-1.3%	-3%	15%	-8.7%
O=C(c1cnccn1)N1CCC2(CC1)CN(Cc1nccs1)C2	0.0%	0%[9.22 µM]	-9%	-5%	-1%	-2%	-2%	3.8%	-4%	-3%	-2.0%
COc1ccc(C(O)C(CC(=O)NCCCOC(C)C)C(=O)NCCCOC(C)C)cc1OC (configuration not stated)	0.6%	6%	5%	2%	-6%	15%	3%	1.1%	0%	7%	-0.8%
O=c1[nH]c(Cn2nnc(-c3ccccc3)n2)nc2scc(-c3ccccc3)c12	1.1%	2%	32%[activator]	8%	-3%	u	-3%	-3.1%	1%	u	3.4%
CCN(CC)CCCCn1c(-c2ccccc2)nc2c(N3CCOCC3)nc(C)nc21	-1.5%	x	x	-22%	4%	7%	-4%	-0.9%	6%	2%	-2.2%
Cn1c(C(=O)OC(C(=O)NC2CCCC2)c2cccnc2)cc2sccc21 (configuration not stated)	0.7%	0%	152%[activator]	10%	-7%	21%	-3%	x	-1%	2%	-0.6%
O=C(CC1Oc2ccccc2NC1=O)NCCCN1CCN(C2CCCCC2)CC1 (configuration not stated)	1.3%	x	x	11%	-4%	25%	-6%[2.3 µM]	-0.2%	-10%	-7%	-2.0%
S=c1[nH]nc(-c2cccc(Br)c2)o1	-1.0%	2%	0%	-28%	2%	-3%	4%	1.7%	1%	2%	0.1%
O=C(O)c1ccc(Cn2cc(Cl)cn2)cc1	-1.5%	0%	-4%	u	2%	-7%	-3%	-1.2%[57.5 µM]	-6%	-7%	-2.3%
O=S1(=O)CCN(Cc2ccccn2)CC1	-1.5%[15.4 µM]	4%[9.22 µM]	x	-5%[11.4 µM]	-3%[9.17 µM]	0%[11.4 µM]	-5%[11 µM]	0.9%[9.22 µM]	-3%[11.4 µM]	-7%[7.6 µM]	-1.3%[15.4 µM]
CCN(CC)C[C@@H](O)CN1CCCCc2nc(C)c(C)cc21	0.0%[15.4 µM]	x	x	0%[11.4 µM]	x	2%[11.4 µM]	x	3.7%[9.22 µM]	x	x	-0.7%[15.4 µM]
COc1ccc(OCC(=O)N2CCN(C(=O)c3ccccc3)CC2)cc1	0.1%	5%	3%	0%	3%	3%	-1%	-8.0%	5%	-3%	-1.5%
COc1ccccc1NC(=O)C1=C(C)Nc2nc(-c3cccs3)nn2C1c1cccnc1 (configuration not stated)	-0.5%	0%	x	3%	-18%	-1%	-1%	0.0%	-3%	-4%	-1.4%
Cc1cc(C(=O)OCn2nnc3ccccc3c2=O)c(C)o1	2.0%	2%	-7%	4%	-5%	11%	1%	-7.4%	-4%	9%	0.1%
COc1ccc(N2CCN(C(=O)c3cc4c(-c5ccc(Cl)cc5)nn(C)c4s3)CC2)cc1	0.5%	x	x	8%	-4%	-6%	-4%[2.3 µM]	-0.7%	2%	10%	-1.4%
Cc1cccc(NC(=O)CSc2nnc(-c3ccc(S(=O)(=O)N4CCCC4)cc3)o2)c1	0.8%	-2%	12%	9%	0%	21%	-3%	-2.1%	-3%	-3%	1.1%
CCn1nnnc1SCCSc1nnnn1CC	-3.0%	-3%	-3%	-2%	-5%	7%	-2%	-1.0%	1%	-6%	-1.2%
CC(C)CC(C(=O)Nn1cnnc1)N1C(=O)c2ccccc2C1=O (configuration not stated)	-0.5%	3%	5%	-2%	4%	10%	-9%	0.3%[57.5 µM]	-4%	-7%	-2.7%
CCOc1ccc(N(Cc2cc3ccc(C)cc3[nH]c2=O)C(=O)COC)cc1	0.2%	-2%	20%	-11%	6%	3%	-14%	-4.1%[0.369 µM]	5%	4%	2.4%
CC1CCCCC1NC(=O)c1ccc(S(=O)(=O)NCc2ccco2)cc1 (configuration not stated)	0.5%	2%	8%	-4%	3%	-14%	-10%	x	-10%	-1%	0.2%
CS(=O)(=O)N1CCC[C@@]2(CCN(C(=O)Nc3cccc(F)c3)C2)C1	0.4%	0%[9.22 µM]	4%	-4%	-8%	6%	-4%	2.8%	3%	-6%	1.0%
C=CCn1cnc2c(c1=O)c1nc3ccccc3nc1n2/N=C/c1ccccn1	-0.2%	0%	9%	32µM*	3%	-3%	-8%	-0.1%[57.5 µM]	-17%	2.5µM*	-2.1%
COCCn1c(=O)c(-c2ccc(F)cc2)nc2cnc(Oc3ccccc3)nc21	-0.8%	0%[9.22 µM]	32%[activator]	-14%	3%	-7%	1%	1.1%	-9%	11%	-1.8%
COC(=O)c1cc(-c2ccccc2)n(CC(=O)O)c1C	-0.3%	1%	0%	5%	u	-2%	0%	-1.4%	-4%	-20%	-0.6%
COCCn1c(SCC(=O)Nc2cccc(OC)c2)nnc1-c1ccc(Cl)cc1	0.0%	4%	17%	13%	2%	7%	-4%	1.8%	-2%	-6%	0.2%
O=C(Cn1c(=O)oc2cc(S(=O)(=O)N3CCc4ccccc43)ccc21)N1CCCCC1	-0.3%	2%	x	3%	0%	4%	-3%	-1.2%	-2%	-4%	0.8%
O=S(=O)(c1ccc(Nc2ccc3c(c2)OCO3)nc1)N1CCOCC1	0.6%	-1%	17%	-6%	1%	6%	-6%	-0.5%[57.5 µM]	-4%	-6%	-1.0%
Cc1ccc(OC(=O)c2cccc(C(=O)Oc3ccc(C)cn3)n2)nc1	0.0%	0%	-11%	-25%	9%	28%	u	1.8%	-13%	-2%	0.1%
CS(=O)(=O)N1CCc2cc(S(=O)(=O)N3CCN(Cc4ccc5c(c4)OCO5)CC3)ccc21	-1.9%	9%	-1%	1%	-6%	8%	-1%	0.8%	-2%	4%	-2.1%
CN1C(=O)C(Cc2c[nH]c3ccccc23)NC1=S (configuration not stated)	-2.5%	x	x	u	x	-12%	x	-0.9%	x	x	-3.4%
Cc1cc(C(=O)N(C)CC(=O)Nc2ccccc2C(F)(F)F)c(C)o1	0.5%	0%	-2%	-1%	-3%	-2%	2%	2.4%	-4%	u	-3.8%
O=C(NCc1ccco1)C(Cc1ccccc1)NS(=O)(=O)c1cccc2nsnc12 (configuration not stated)	-2.0%	14%	14%	4%	-3%	-1%	-2%	-0.2%	-2%	u	-2.4%
Cc1ccccc1-c1ccc2ncnc(NC3CC3)c2c1	0.5%	-3%[9.22 µM]	76%[activator]	7%	-2%	1%	-3%	0.3%	-2%	u	-1.3%
Cn1c(=O)[nH]c(=O)c2c1nc(CN(Cc1ccccc1)Cc1ccccc1)n2CCN1CCOCC1	-1.0%	2%	40%[activator]	-5%	-5%	-3%	0%	1.4%	-4%	u	0.3%
